Screening data: PubChem, several laboratories
AID2073: disruptors of CaV2.2 binding to Mint1 – biochemical, HTRF (AID 2073); HTRF protein-protein interaction, Mint1-CaV2.2; higher % means a stronger effect; inhibition, % at 20 µM; hits with a dose series show IC50 in µM; actives 0.19% (n = 290,000); in the data active means inhibition mostly above about 51%, no sharp cut-off; inconclusive means no clear call, values can overlap the other calls; inactive means mostly below about 53%; further: some results filed as inactive read as strong as hits
Dynein transport: blocks dynein driven cargo transport along microtubules | 3617.4 mouse cells, GR-EGFP nuclear translocation imaging; test concentration mostly 20 µM; stimulated with dexamethasone, 1 µM; stronger effect = lower value | z-score, hits read low | AID 1381 | actives 0.47% (n = 220,000);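 active means plate z-score of nuclear minus cytoplasmic receptor signal below a set negative limit, without overly bright fluorescence or cell loss, cut at about -3.5 in these data, passing the limit was not always enough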;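 further: z-score of nuclear minus cytoplasmic ring GR-EGFP intensity difference per well; some compounds called inactive have numbers as strong as hits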
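Buffer or medium: tet-free medium with charcoal-stripped serum / Also added: dexamethasone agonist, 1.0 µM final, for 30 min / Timing: induction 48 h, compound 1 h, agonist 30 min / Measured by: high-content fluorescence imaging after fixation / Read-out: nuclear-to-cytoplasmic GR-EGFP distribution per well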
P. falciparum M1AAP: malaria alanyl aminopeptidase activity blockers – biochemical, fluorogenic H-Leu-NHMec substrate, 1536-well (AID 1445); recombinant M1AAP, H-Leu-NHMec fluorogenic kinetic assay; higher % means a stronger effect; inhibition, % at 30 µM; hits with a dose series show IC50 in µM; actives 0.42% (n = 220,000);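 active means primary inhibition above the hit cutoff, then over 50% inhibition at one or more dose response concentrations, cut at about 23% in these data, passing the limit was not always enough; inconclusive means conflicting primary data, or primary hits not chosen for dose response; inactive means low primary inhibition, or under 50% at every dose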;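 further: plate controls were DMSO full reaction for no effect and no enzyme background for full effect; strong numbers were not always called active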
GPR55 activation: selective activators of receptor GPR55 – imaging, U2OS cells, beta-arrestin-GFP redistribution, primary screen (AID 1961); U2OS GPR55 beta-arrestin-GFP redistribution imaging; higher % means a stronger effect; activation, % at 10 µM; hits with a dose series show EC50 in µM; actives 0.048% (n = 290,000);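 active means activation above 40% with more than 50 cells counted in the well; inconclusive means wells holding fewer than 50 cells, flagged as toxic or sparse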;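 further: U2OS osteosarcoma cells stably expressing GPR55 and beta-arrestin-GFP; plate controls were DMSO negative control for no effect and LPI positive control for full effect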
P. falciparum M17LAP: P. falciparum M17LAP inhibitors, primary screen, biochemical, fluorogenic H-Leu-NHMec substrate, 1536-well (AID 1619); one-dose inhibition, % at 30 µM; IC50 in µM for titrated hits; recombinant M17LAP, H-Leu-NHMec fluorogenic kinetic assay; higher % means a stronger effect; actives 0.38% (n = 220,000);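 active means compound inhibiting the enzyme by more than half at any dose during confirmatory dose-response retesting; inconclusive means strong single-dose inhibitors picked by rank but not retested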;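 further: plate controls were full reaction with DMSO carrier for no effect and no enzyme background for full effect; strong numbers were not always called active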
KOR beta-arrestin-1: KOR antagonists, beta-arrestin recruitment, cell-based, luminescence, uHTS (AID 1778); one-dose inhibition, % at 10 µM; IC50 in µM for titrated hits; KOR beta-arrestin recruitment, luminescence, antagonist mode; higher % means a stronger effect; actives 0.091% (n = 290,000); further: strong numbers were not always called active
NOD1 NF-kB reporter: NOD1 signaling inhibitors, primary screen, cell-based, luminescence, uHTS (AID 1578); NOD1-driven NF-kB luciferase reporter cells, luminescence; higher % means a stronger effect; inhibition, % at 4 µM, or EC50 in µM where a hit was titrated; actives 1% (n = 290,000); in the data active means inhibition mostly above about 36%, no sharp cut-off; inactive means mostly below about 34%;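 further: HEK-293T reporter cells stimulated with the NOD1 agonist gamma-tri-DAP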
KOR beta-arrestin-2: KOR agonists, beta-arrestin recruitment, primary screen, cell-based, luminescence, uHTS (AID 1777); KOR beta-arrestin recruitment, luminescence; higher % means a stronger effect; one-dose activation, % at 10 µM; EC50 in µM for titrated hits; actives 0.02% (n = 280,000); in the data active means activation above about 50%, passing the limit was not always enough; further: a part of the inactive calls stands beside numbers as strong as those of hits
NOD2 inhibition: NOD2 signaling inhibitors, cell-based, luminescence, uHTS, HEK293 (AID 1566). HEK293 NOD2/NF-kB luciferase reporter, luminescence; higher % means a stronger effect. one-dose inhibition, % at 4 µM; EC50 in µM for titrated hits. actives 0.63% (n = 290,000); further: many of its hits are not listed in these tables
Dynein transport cytoplasmic EGFP: also measured in Dynein transport; calls as there; z-score; measured here: cytoplasmic GR-EGFP intensity; stronger effect = higher value
Dynein transport nuclear GR-EGFP: second read-out of Dynein transport, no call of its own (marks repeat the call); z-score; measured here: nuclear GR-EGFP intensity;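 lower value marks the stronger effect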
Dynein transport cell count: recorded beside Dynein transport, whose call it bears; z-score; measured here: cell count per field
Active calls of the source: *; ? = inconclusive; · = no result given; [ ] = dose if it differs, or a comment. Unless noted, no stated cut-off is given here; in the data, active means inhibition above about 50%; inactive means the rest. An excerpt (hit frequency here may not be typical).

Sample of the layout, four compounds:
No. | molecule | NOD1 NF-kB reporter | KOR beta-arrestin-2 | Dynein transport | Dynein transport cytoplasmic EGFP | AID2073 | Dynein transport nuclear GR-EGFP
1 | COc1ccc(CN2C(=O)CCC2(C)C(=O)NCc2cccnc2)c(OC)c1 (stereo not drawn) | -24% | 4.9% | 0.48 | 0.27 | -1% | 0.27
2 | COC(=O)c1ccc(N/C(=N/S(=O)(=O)c2ccccc2)c2ccccc2)cc1 | -5% | -6.0% | 1.3 | -0.04 | 22% | 1.1
3 | COc1ccc2c(CC(=O)N[C@@H](Cc3ccccc3)C(=O)O)cc(=O)oc2c1C | -5% | -3.7% | · | · | 21% | ·
4 | Cc1cccc(-n2ncc3c(N4CCC(C)CC4)ncnc32)c1 | -65% | 2.2% | -0.94 | -0.2 | 11% | -0.55

No. | P. falciparum M17LAP | KOR beta-arrestin-1 | GPR55 activation | NOD2 inhibition | P. falciparum M1AAP | Dynein transport cell count
1 | 2% | -8% | 0.0% | 3% | -1% | -0.28
2 | 13% | -20% | -0.3% | 12% | 6% | -0.87
3 | · | -5% | 0.0% | 12% | · | ·
4 | -3% | -22% | -0.1% | -167% | 5% | 0.22

The list itself (from the top)
No. | molecule | NOD1 NF-kB reporter | KOR beta-arrestin-2 | Dynein transport | Dynein transport cytoplasmic EGFP | AID2073 | Dynein transport nuclear GR-EGFP
1 | COc1ccc(CN2C(=O)CCC2(C)C(=O)NCc2cccnc2)c(OC)c1 (stereo not drawn) | -24% | 4.9% | 0.48 | 0.27 | -1% | 0.27
2 | COC(=O)c1ccc(N/C(=N/S(=O)(=O)c2ccccc2)c2ccccc2)cc1 | -5% | -6.0% | 1.3 | -0.04 | 22% | 1.1
3 | COc1ccc2c(CC(=O)N[C@@H](Cc3ccccc3)C(=O)O)cc(=O)oc2c1C | -5% | -3.7% | · | · | 21% | ·
4 | Cc1cccc(-n2ncc3c(N4CCC(C)CC4)ncnc32)c1 | -65% | 2.2% | -0.94 | -0.2 | 11% | -0.55
5 | CC1=C/C(=N\NC(=O)c2ccccc2)CC1 | -33% | 23% | -0.041 | -0.28 | 0% | -0.15
6 | Cc1cc(N2CCOCC2)nc2ccc(NC(=S)NCCN(C)C)cc12 | -7% | 3.8% | · | · | -13% | ·
7 | CCCC(=O)Nc1cc(OC)c(NC(=O)NC2CCCCC2)cc1OC | -27% | 18% | -0.43 | -0.19 | -5% | -0.091
8 | CC(C)CC(=O)NC(=S)Nc1ccccc1F | -27% | -4.5% | 0.47 | -0.13 | 4% | 0.51
9 | CCOC(=O)c1ccc(NCc2nc3ccccc3[nH]2)cc1 | -10% | -2.4% | -0.55 | -0.26 | 5% | -0.24
10 | OCCN1CCN(C(=S)c2ccc(Cl)c(Cl)c2)CC1 | -16% | 0.1% | 0.31 | -0.27 | -30% | -0.47
11 | O=[N+]([O-])c1ccc(-n2ccnc2)cc1 | -7% | -0.5% | -0.045 | -0.15 | 2% | 0.03
12 | COC(=O)C(C(=O)OC)c1ncc(C(F)(F)F)cc1Cl | -33% | 1.3% | -0.064 | -0.31 | -5% | -0.022
13 | CCN(CC)CC(=O)c1c(N)n(Cc2ccccc2)c(=O)n(C)c1=O | -43% | -3.0% | -0.53 | -0.12 | -2% | -0.39
14 | CCCCCn1c(=O)c(F)cn(Cc2ccc(OC)c([N+](=O)[O-])c2)c1=O | · | 5.9% | -0.53 | -0.23 | -1% | -0.47
15 | CSc1cccc(NC(=O)CN(C)S(=O)(=O)c2ccccc2)c1 | -25% | -1.8% | 0.26 | -0.15 | -3% | 0.13

No. | P. falciparum M17LAP | KOR beta-arrestin-1 | GPR55 activation | NOD2 inhibition | P. falciparum M1AAP | Dynein transport cell count
1 | 2% | -8% | 0.0% | 3% | -1% | -0.28
2 | 13% | -20% | -0.3% | 12% | 6% | -0.87
3 | · | -5% | 0.0% | 12% | · | ·
4 | -3% | -22% | -0.1% | -167% | 5% | 0.22
5 | -11% | -13% | -0.1% | 12% | -2% | 0.21
6 | · | -23% | 0.0% | -8% | · | ·
7 | 7% | -12% | -0.3% | -14% | 9% | 0.62
8 | 6% | 16% | -0.1% | -3% | 7% | 0.75
9 | 4% | -17% | -0.1% | -17% | 2% | 0.29
10 | -42% | 11% | -0.1% | -1% | 4% | 0.1
11 | 12% | 34% | -0.1% | 20% | 2% | -0.24
12 | -6% | -3% | -0.3% | 14% | -1% | -0.19
13 | 0% | 3% | -0.4% | 13% | 3% | 0.78
14 | 12% | -21% | 0.6% | -17% | 23% | 1.3
15 | 7% | -14% | 0.2% | 6% | 10% | -0.68

(cont.)
No. | molecule | NOD1 NF-kB reporter | KOR beta-arrestin-2 | Dynein transport | Dynein transport cytoplasmic EGFP | AID2073 | Dynein transport nuclear GR-EGFP
16 | Cc1cccc(C(=O)N2CCN(Cc3nc4sc5c(c4c(=O)[nH]3)CCCC5)CC2)c1 | -7% | -0.6% | · | · | 10% | ·
17 | COc1cccc(OCc2cc(C(=O)N(C)Cc3nccn3C)no2)c1 | -71% | 0.6% | · | · | 8% | ·
18 | O=[N+]([O-])c1ccc(/C=N/NC(=S)Nc2ccccc2)o1 | 41% | 0.0% | -1.7 | -0.15 | -18% | -0.6
19 | CCc1noc(C)c1C(=O)N1CC(C)OC(C)C1 (stereo not drawn) | 6% | 2.5% | -0.23 | -0.24 | -4% | 0.041
20 | Cc1cccc(C)c1OC(=O)CSc1nnc(-c2ccccc2O)o1 | -3% | -5.7% | -0.49 | -0.1 | 14% | -0.32
21 | COC(=O)C1=C(N)OC2=C(C(=O)CCC2)C1c1ccc2c(c1)OCO2 (stereo not drawn) | -22% | -1.8% | · | · | 16% | ·
22 | Nc1cc(N)nc(SCC(=O)Nc2ccc3c(c2)OCCCO3)n1 | -26% | · | -0.45 | -0.12 | -18% | 0.22
23 | O=C(CSc1ccc2nnc(-c3cccnc3)n2n1)c1ccccc1 | -3% | -2.0% | -0.061 | -0.17 | -2% | -0.087
24 | CCOC(=O)C1(C(F)(F)F)N=C(C(F)(F)F)Nc2ccc(F)cc21 (stereo not drawn) | -20% | -0.5% | 0.31 | -0.019 | 20% | 0.71
25 | CNc1nc(OC)nc(N2CCOCC2)n1 | -12% | 1.1% | 0.36 | -0.15 | 1% | 0.59
26 | CC1(C)CC(=O)C(Sc2nnc(-c3ccc(O)cc3)n2CC2CCCO2)C(=O)C1 (stereo not drawn) | 17% | -4.8% | -0.55 | -0.22 | 3% | -0.24
27 | CCn1ccnc1CN(C)C(=O)c1ccc(OC2CCN(CCc3ccccc3)CC2)cc1 | -9% | -1.1% | · | · | 6% | ·
28 | Cc1cc(Br)ccc1OCCCCN1CCCCC1 | -14% | · | -0.017 | -0.19 | -14% | 0.12
29 | CCN(CC)c1ccc(C(=O)N/N=C/c2ccccc2OC(F)F)cc1 | -20% | -1.1% | -0.43 | -0.13 | 20% | -0.16
30 | CC1C(=O)OC(c2ccc(Br)cc2)C(C)(C)C1=O (stereo not drawn) | 6% | · | -0.21 | 0.013 | -11% | -0.15

No. | P. falciparum M17LAP | KOR beta-arrestin-1 | GPR55 activation | NOD2 inhibition | P. falciparum M1AAP | Dynein transport cell count
16 | · | 1% | -0.1% | 18% | · | ·
17 | · | -74% | -0.2% | -65% | · | ·
18 | 29% | 1% | ? | -7% | 5% | 0.089
19 | 8% | 18% | -0.1% | 1% | 5% | 1.4
20 | 5% | -48% | -0.2% | -18% | -1% | 0.88
21 | · | -17%[20 µM] | -0.1% | 7% | · | ·
22 | 14µM* | 30% | 0.3% | 4% | 0% | -0.22
23 | 8% | -26% | 0.1% | 14% | 2% | 0.13
24 | -20% | 11% | 0.1% | 10% | 5% | 0.21
25 | -7% | -11% | -0.2% | -10% | 10% | -1.8
26 | -8% | 37% | -0.2% | -1% | -4% | 0.39
27 | · | -13% | 0.3% | 12% | · | ·
28 | 20% | -117%[20 µM] | -0.1% | 1% | 5% | -0.095
29 | 18% | 0% | 0.2% | 1% | 18% | -0.62
30 | -4% | -20% | -0.1% | 10% | -5% | 0.32

The listing continues:
No. | molecule | NOD1 NF-kB reporter | KOR beta-arrestin-2 | Dynein transport | Dynein transport cytoplasmic EGFP | AID2073 | Dynein transport nuclear GR-EGFP
31 | O=C(NNC1CC(=O)N(c2ccc(Br)cc2)C1=O)c1ccco1 (stereo not drawn) | -27% | 1.5% | -0.23 | -0.38 | 7% | -0.25
32 | CC(=O)NC(=S)Nc1ccc(NC(=O)COc2ccc(C(C)C)cc2)cc1 | -21% | 3.9% | -0.28 | -0.31 | ? | -0.19
33 | Cc1ccc(OCCCC(=O)Nc2ccccc2C(F)(F)F)cc1 | -7% | 4.3% | -0.41 | -0.21 | 3% | -0.6
34 | CCOC(=O)c1cc(-c2ccc(/C=C3/C(=O)NC(=O)C(C#N)=C3C)o2)ccc1Cl | 7% | -0.4% | -3.6* | 0.27* | -27% | -1.6*
35 | COc1cc(CN(C)Cc2cc(=O)n3ccsc3n2)ccc1OC(F)F | 9% | -8.1% | -1.6 | -0.35 | 2% | -0.79
36 | c1ccc2c(Cn3nnc4ccccc43)cccc2c1 | 12% | 2.9% | 0.39 | -0.26 | -1% | -8.6e-05
37 | COc1ccccc1Nc1nnc(SCc2cc(=O)n3ccsc3n2)s1 | -38% | 3.4% | 0.77 | -0.2 | 5% | 1.3
38 | O=C1CN(C(=O)c2ccc(Cl)nc2)c2ccccc2N1 | -18% | -5.5% | -0.64 | -0.11 | 5% | 0.03
39 | O=C(CSCc1ccccc1Cl)NN1C(=O)c2ccccc2C1=O | · | -4.3% | -0.048 | -0.19 | 1% | 0.42

No. | P. falciparum M17LAP | KOR beta-arrestin-1 | GPR55 activation | NOD2 inhibition | P. falciparum M1AAP | Dynein transport cell count
31 | 5% | -8% | -0.2% | 8% | 1% | 0.01
32 | -9% | -30% | 1.0% | -26% | 6% | -0.16
33 | 3% | 11% | -0.1% | 4% | 6% | 0.33
34 | 29% | -8% | 0.2% | -4% | 80µM* | 0.51*
35 | 3% | -2% | -0.4% | 16% | -1% | 0.93
36 | 9% | 4% | -0.1% | 7% | 7% | -0.29
37 | 4% | -22% | 0.1% | -8% | 9% | -2.4
38 | 3% | -17% | 0.6% | 1% | 7% | 0.29
39 | 18% | 4% | 0.2% | 14% | 5% | 1.6
